BioA inh – M. tuberculosis BioA enzyme inhibitors, primary screen, biochemical, plate reader, single point, HTS | 7,8-diaminopelargonic acid synthase BioA (Mycobacterium tuberculosis) | purified M. tuberculosis BioA enzyme | inhibition, % at 9.99 µM | actives 0.096% (n = 360,000) | AID 602481, 2012; in the data active = inhibition above about 40%
An asterisk follows results filed as active. This is a subset; the hit share may differ from the screen's.

C[C@@H]1CN([C@@H](C)CO)C(=O)c2cc(NS(=O)(=O)c3ccc(Cl)cc3)ccc2O[C@@H](C)CCCCO[C@H]1CN(C)C(=O)Cc1ccccc1
  BioA inh: -2.3
O=C(C[C@H]1CC[C@@H]2[C@H](COC[C@H](O)CN2Cc2ccccc2F)O1)N[C@H]1CCN(Cc2ccccc2)C1
  BioA inh: -1.6
C[C@H]1CN([C@@H](C)CO)C(=O)Cc2cc(NC(=O)CCC(F)(F)F)ccc2O[C@@H]1CN(C)Cc1ccc(Oc2ccccc2)cc1
  BioA inh: -0.5
CCCC#Cc1cnc2c(c1)C(=O)N([C@H](C)CO)C[C@@H](C)[C@@H](CN(C)C(=O)Cc1ccncc1)O2
  BioA inh: -1.6
COc1ccccc1C#Cc1ccc2c(c1)O[C@H](CN(C)C)[C@H](C)CN([C@@H](C)CO)S2(=O)=O
  BioA inh: -1.5
COc1ccc(NC(=O)N(C)C[C@H]2Oc3c(NS(=O)(=O)c4ccc(C)cc4)cccc3C(=O)N([C@@H](C)CO)C[C@@H]2C)cc1
  BioA inh: 4.5
C[C@H](O)C#Cc1cnc2c(c1)C(=O)N([C@@H](C)CO)C[C@H](C)[C@@H](CN(C)C(=O)c1ccccc1F)O2
  BioA inh: -1.6
COCCN(C[C@H]1[C@H](c2ccccc2)[C@@H](CO)N1C(C)=O)C(=O)c1cccnc1
  BioA inh: 4.6
CO[C@H](CN(C)Cc1nccs1)[C@@H](C)CN([C@H](C)CO)S(=O)(=O)c1ccc(C)cc1
  BioA inh: 0.0
CC(C)NC(=O)Nc1ccc2c(c1)C(=O)N([C@H](C)CO)C[C@@H](C)[C@@H](CN(C)Cc1ccncc1)OCCCC[C@H](C)O2
  BioA inh: 0.7

CCCNC(=O)[C@H]1[C@H](CO)[C@H]2Cn3c(ccc(-c4ccc(F)cc4)c3=O)[C@@H]1N2C
  BioA inh: -1.1
CCCNC(=O)N1[C@@H]2Cn3c(ccc(-c4ccccc4OC)c3=O)[C@H]1[C@@H](C(=O)O)[C@@H]2CO
  BioA inh: -2.4
C[C@@H]1CN([C@H](C)CO)C(=O)c2cc(NC(=O)Nc3ccccc3)ccc2O[C@@H]1CN(C)Cc1ccc(Oc2ccccc2)cc1
  BioA inh: 3.2
COCCNC(=O)C[C@H]1CC[C@H]2[C@@H](COC[C@@H](O)CN2Cc2cccc(-c3ccncc3)c2)O1
  BioA inh: -3.6
COCC(=O)Nc1ccc2c(c1)C(=O)N(C)[C@@H]1CC[C@@H](CC(=O)NCCCN(C)C)O[C@@H]1CO2
  BioA inh: -6.3
CCC(=O)N(C)C[C@H]1Oc2ncc(-c3ccc(F)cc3)cc2C(=O)N([C@@H](C)CO)C[C@@H]1C
  BioA inh: 1.3
O=C1N(CCS(=O)(=O)c2ccccc2)Cc2ccccc2C[C@@]12N=C(c1ccc(OCCCO)cc1)O[C@H]2c1ccccc1
  BioA inh: -0.1
C[C@@H]1CCCCO[C@@H](CN(C)C(=O)Nc2cccc3ccccc23)[C@H](C)CN([C@H](C)CO)C(=O)c2cc(NC(=O)Nc3ccccc3)ccc2O1
  BioA inh: -1.8
COCC#Cc1cnc2c(c1)C(=O)N([C@@H](C)CO)C[C@@H](C)[C@H](CN(C)S(=O)(=O)c1cccc(OC)c1)O2
  BioA inh: 3.8
CCC(=O)N(CC)C[C@@H]1[C@@H](c2ccccc2)[C@H](CO)N1C(C)=O
  BioA inh: 6.1

C[C@H](CO)N1C[C@H](C)[C@H](CN(C)Cc2ccncc2)OCCCC[C@H](C)Oc2ccc(NC(=O)Nc3ccc(F)cc3)cc2C1=O
  BioA inh: -0.9
C[C@@H]1CN([C@H](C)CO)C(=O)Cc2cc(NS(=O)(=O)c3ccc(Cl)cc3)ccc2O[C@H]1CN(C)C(=O)Nc1cccc2ccccc12
  BioA inh: 0.9
CN(C)Cc1cn(CC[C@H]2CC[C@H](NC(=O)Cc3cccnc3)[C@H](CO)O2)nn1
  BioA inh: -2.0
Cc1noc(C)c1NC(=O)Nc1ccc2c(c1)C(=O)N([C@H](C)CO)C[C@H](C)[C@H](CN(C)C(=O)NC(C)C)OCCCC[C@H](C)O2
  BioA inh: -0.2
Cc1noc(C)c1S(=O)(=O)Nc1ccc2c(c1)CC(=O)N([C@H](C)CO)C[C@H](C)[C@@H](CN(C)CC1CCCCC1)O2
  BioA inh: 6.1
Cc1ccc(-c2cnc3c(c2)C(=O)N([C@@H](C)CO)C[C@H](C)[C@H](CN(C)C)O3)cc1
  BioA inh: 1.4
CO[C@H]1CN(C)C(=O)c2cc(NC(=O)C3CC3)ccc2OC[C@H](C)N(C(=O)c2cccnc2)C[C@@H]1C
  BioA inh: -2.1
COc1ccc(-c2cnc3c(c2)C(=O)N([C@@H](C)CO)C[C@@H](C)[C@H](CN(C)Cc2ccccc2)O3)cc1
  BioA inh: 4.5
COCCOC(=O)N1C(=O)[C@@]2(c3ccccc31)[C@H](C(=O)N1CCc3cc(OC)c(OC)cc3C1)[C@H]1C(=O)O[C@H](c3ccccc3)[C@H](c3ccccc3)N1[C@@H]2c1ccc(O)cc1
  BioA inh: -1.2
CO[C@@H]1CN(C)C(=O)c2ccc(NS(C)(=O)=O)cc2OC[C@H](C)N(C)C[C@@H]1C
  BioA inh: -3.7

COCc1cn(CC[C@H]2CC[C@H](NC(=O)Nc3ccc4c(c3)OCO4)[C@@H](CO)O2)nn1
  BioA inh: -1.8
COc1ccc(-c2cn(CC[C@@H]3CC[C@H](NC(=O)c4cnccn4)[C@@H](CO)O3)nn2)cc1
  BioA inh: -0.3
C[C@H](CO)N1C[C@H](C)[C@@H](CN(C)Cc2ccncc2)Oc2ncc(C#CC3(O)CCCC3)cc2C1=O
  BioA inh: -0.3
CCCNC(=O)N(C)C[C@@H]1Oc2cc(C3=CCCC3)ccc2S(=O)(=O)N([C@H](C)CO)C[C@@H]1C
  BioA inh: 1.8
CCCNC(=O)N1[C@@H](C#N)[C@@H](c2ccc(-c3cccnc3)cc2)[C@@H]1CO
  BioA inh: 2.5
COc1cccc(C#Cc2ccc([C@@H]3[C@@H](C#N)N(C(=O)c4ccccn4)[C@@H]3CO)cc2)c1
  BioA inh: -1.5
Cc1ccc(S(=O)(=O)Nc2ccc3c(c2)CC(=O)N([C@@H](C)CO)C[C@@H](C)[C@@H](CN(C)Cc2ccc(C(=O)Nc4ccccc4N)cc2)O3)cc1
  BioA inh: 3.0
C[C@H](NC(=O)C[C@@H]1C[C@@H]2c3cc(NS(C)(=O)=O)ccc3O[C@@H]2[C@@H](CO)O1)c1ccccc1
  BioA inh: -1.2
C[C@@H]1CN([C@@H](C)CO)C(=O)c2cccc(NC(=O)Nc3ccc(C(F)(F)F)cc3)c2O[C@@H]1CN(C)Cc1ccc(C(F)(F)F)cc1
  BioA inh: 4.0
C[C@@H]1CCCCO[C@H](CN(C)C(=O)Nc2ccc(C(F)(F)F)cc2)[C@@H](C)CN([C@@H](C)CO)C(=O)c2cc(NC(=O)c3ccccc3)ccc2O1
  BioA inh: -0.9

Continued.
Molecule,BioA inh
COc1ccc(-c2cnc3c(c2)C(=O)N([C@@H](C)CO)C[C@@H](C)[C@H](CN(C)Cc2ccccn2)O3)cc1,1.7
CCCC#Cc1cnc2c(c1)C(=O)N([C@H](C)CO)C[C@H](C)[C@H](CN(C)C(=O)Nc1c(C)noc1C)O2,0.5
C[C@@H]1CN([C@@H](C)CO)C(=O)Cc2cc(NC(=O)CCCCCC(=O)Nc3ccccc3N)ccc2O[C@@H]1CN(C)S(=O)(=O)c1cn(C)cn1,1.9
CS(=O)(=O)Nc1ccc2c(c1)[C@H]1C[C@H](CC(=O)N3CCCCC3)O[C@@H](CO)[C@H]1O2,-2.4
CC(C)C#Cc1cnc2c(c1)C(=O)N([C@H](C)CO)C[C@H](C)[C@@H](CN(C)C(=O)Nc1cccc(F)c1)O2,5.8
C[C@H](CO)N1C[C@H](C)[C@@H](CN(C)Cc2ccc(Cl)c(Cl)c2)Oc2c(NC(=O)c3ccc(-c4nccs4)cc3)cccc2C1=O,-2.7
COc1ccc(S(=O)(=O)N(C)C[C@@H]2Oc3ncc(-c4cccc(C(F)(F)F)c4)cc3C(=O)N([C@H](C)CO)C[C@@H]2C)cc1,2.0
C[C@H](NC(=O)C[C@@H]1C[C@@H]2c3cc(NC(=O)C4CCC4)ccc3O[C@@H]2[C@H](CO)O1)c1ccccc1,-3.1

Sorted by count of non-hydrogen atoms (lowest first): five of the compounds above
Molecule,BioA inh
CS(=O)(=O)Nc1ccc2c(c1)[C@H]1C[C@H](CC(=O)N3CCCCC3)O[C@@H](CO)[C@H]1O2,-2.4
C[C@H](NC(=O)C[C@@H]1C[C@@H]2c3cc(NC(=O)C4CCC4)ccc3O[C@@H]2[C@H](CO)O1)c1ccccc1,-3.1
CC(C)C#Cc1cnc2c(c1)C(=O)N([C@H](C)CO)C[C@H](C)[C@@H](CN(C)C(=O)Nc1cccc(F)c1)O2,5.8
COc1ccc(S(=O)(=O)N(C)C[C@@H]2Oc3ncc(-c4cccc(C(F)(F)F)c4)cc3C(=O)N([C@H](C)CO)C[C@@H]2C)cc1,2.0
C[C@@H]1CN([C@@H](C)CO)C(=O)Cc2cc(NC(=O)CCCCCC(=O)Nc3ccccc3N)ccc2O[C@@H]1CN(C)S(=O)(=O)c1cn(C)cn1,1.9

Following part:
Molecule,BioA inh
COCC(=O)Nc1ccc2c(c1)C(=O)N(C)C[C@@H](OC)[C@@H](C)CN(CCC(F)(F)F)[C@H](C)CO2,-1.9
C[C@@H]1CCCCO[C@H](CN(C)C(=O)Nc2ccc(F)cc2)[C@@H](C)CN([C@H](C)CO)C(=O)c2cc(NC(=O)Nc3ccccc3)ccc2O1,0.1
OCCSCC(O)CC(O)c1ccccc1 (stereo not drawn),-1.1
CC(C)C#Cc1ccc([C@H]2[C@@H](CO)N3CCCCN(C(=O)NC(C)C)C[C@H]23)cc1,-0.4
COC(=O)[C@H]1[C@H](CO)[C@H]2Cn3c(ccc(-c4ccc(F)cc4)c3=O)[C@H]2N1C(=O)C1CC1,-1.2
CCC(=O)N1[C@@H](CO)[C@@H]2c3ccccc3N(S(=O)(=O)c3ccccc3F)C[C@@H]21,0.2
C[C@H](CO)N1C[C@H](C)[C@@H](CN(C)C(=O)Nc2ccc3c(c2)OCO3)Oc2c(NC(=O)c3ccc(-c4nccs4)cc3)cccc2C1=O,-0.2
C[C@H]1CN([C@@H](C)CO)C(=O)c2cc(NC(=O)CCN3CCOCC3)ccc2O[C@@H]1CN(C)CC1CCCCC1,-1.6
O=C(C[C@H]1CC[C@@H](NC(=O)CN2CCOCC2)[C@H](CO)O1)NC1CCC1,-1.1
COc1ccc(S(=O)(=O)N[C@@H]2CC[C@@H](CCNC(=O)CN3CCOCC3)O[C@@H]2CO)cc1,-1.0
C[C@@H]1CN([C@@H](C)CO)C(=O)c2cccc(NC(=O)Nc3cccc4ccccc34)c2O[C@H]1CN(C)S(=O)(=O)c1ccccc1,-0.7
COc1cccc(-c2cnc3c(c2)C(=O)N([C@H](C)CO)C[C@@H](C)[C@@H](CN(C)CC2CCOCC2)O3)c1,2.6
Cc1cccc(S(=O)(=O)N2CCCCN3[C@H](C2)[C@H](c2ccc(C#CC(C)C)cc2)[C@@H]3CO)c1,-8.6
Cc1noc(C)c1S(=O)(=O)Nc1ccc2c(c1)CC(=O)N([C@@H](C)CO)C[C@@H](C)[C@@H](CN(C)Cc1ccc(Cl)c(Cl)c1)O2,-1.1
COc1ccc(CN(C)C[C@H]2Oc3ccc(NC(=O)NC(C)C)cc3C(=O)N([C@@H](C)CO)C[C@H]2C)cc1,1.0
C[C@H](CO)N1C[C@H](C)[C@@H](CN(C)C(=O)Nc2ccc(C(F)(F)F)cc2)Oc2ccc(NC(=O)c3ccncc3)cc2CC1=O,0.0
O=C(Nc1ccccc1)N1CCCCN2[C@H](C1)[C@@H](c1ccc(C3=CCCCC3)cc1)[C@@H]2CO,0.8
CO[C@@H]1CN(C)C(=O)c2cc(NC(=O)C3CCCC3)ccc2OC[C@H](C)N(C)C[C@H]1C,-2.6
O=C(C[C@@H]1CC[C@@H]2[C@H](COC[C@H](O)CN2C(=O)Nc2ccc(C(F)(F)F)cc2)O1)NCCc1ccncc1,-4.4
COCC(=O)Nc1ccc2c(c1)OC[C@@H](C)N(C(=O)COC)C[C@H](C)[C@H](OC)CN(C)C2=O,0.0
C[C@@H]1CN([C@H](C)CO)C(=O)Cc2cc(NC(=O)C3CC3)ccc2O[C@@H]1CN(C)C(=O)NC1CCCCC1,-3.8
COC(=O)C(CC#Cc1ccc2c(c1)[C@]1(C(=O)N2)[C@H](c2ccccc2OCCO)N2[C@H](c3ccccc3)[C@H](c3ccccc3)OC(=O)[C@H]2[C@@H]1C(=O)N1CCc2cc(OC)c(OC)cc2C1)C(=O)OC,-1.0
C[C@@H]1CN([C@H](C)CO)C(=O)c2cc(-c3cccc(C#N)c3)cnc2O[C@@H]1CN(C)C(=O)c1ccccn1,8.8
C[C@@H]1CN([C@@H](C)CO)C(=O)c2cccc(N(C)C)c2O[C@@H]1CN(C)S(=O)(=O)c1ccccc1,-1.3

Molecules from the list above containing a cyano group:
Molecule,BioA inh
CCCNC(=O)N1[C@@H](C#N)[C@@H](c2ccc(-c3cccnc3)cc2)[C@@H]1CO,2.5
COc1cccc(C#Cc2ccc([C@@H]3[C@@H](C#N)N(C(=O)c4ccccn4)[C@@H]3CO)cc2)c1,-1.5
C[C@@H]1CN([C@H](C)CO)C(=O)c2cc(-c3cccc(C#N)c3)cnc2O[C@@H]1CN(C)C(=O)c1ccccn1,8.8

Later entries
Molecule,BioA inh
COc1ccccc1-c1cnc2c(c1)C(=O)N([C@H](C)CO)C[C@@H](C)[C@H](CN(C)Cc1ccccc1)O2,12
COc1ccc(-c2ccc3c(c2)[C@H]2[C@H](CCN2S(=O)(=O)c2ccccc2F)[C@@H](CO)N3)cc1,-2.2
O=C(NCc1ccccc1)c1ccc(Br)cc1[N+](=O)[O-],-1.8
C[C@H](CO)N1C[C@H](C)[C@H](CN(C)C(=O)Cc2ccccc2)Oc2ncc(-c3ccc(F)cc3)cc2C1=O,-0.3
C[C@H](CO)N1C[C@H](C)[C@@H](CN(C)CC2CCCCC2)Oc2c(NC(=O)Nc3ccc(C(F)(F)F)cc3)cccc2C1=O,-4.4
CO[C@@H]1CN(C)C(=O)c2ccc(NC(=O)c3cnccn3)cc2OC[C@@H](C)N(C(=O)C2CC2)C[C@@H]1C,6.2
N#C[C@@H]1[C@@H](c2ccc(-c3cccc(F)c3)cc2)[C@H](CO)N1C(=O)CN1CCOCC1,0.0
CN(C)CC(=O)Nc1ccc2c(c1)[C@H]1C[C@H](CC(=O)NCc3ccc4c(c3)OCO4)O[C@@H](CO)[C@H]1O2,-0.3
